HIV RNase H inh – HIV-1 RT RNase H inhibitors, primary screen, biochemical, fluorescence | hit rate 1.9% among 65,000 | inhibition, % at 10 µM | RT-RNase H RNA/DNA duplex cleavage | Gag-Pol polyprotein (Human immunodeficiency virus type 1 group M subtype B (isolate …; in the data active = inhibition above about 50%
RmlCD inh mix – RmlC and RmlD coupled enzyme inhibitors, primary screen, biochemical, 384-well, compound mixtures, retest | RmlC/RmlD coupled enzyme inhibition, 384-well mixture HTS | inhibition, % at 5.5 µM | hit rate 0.39% among 110,000 | AID 1532, 2009; in the data active = inhibition above about 30%, passing the limit was not always enough; note: strong numbers were not always called active
Numbers without * were called inactive; . = not tested or not shown.

SMILES	HIV RNase H inh	RmlCD inh mix
CCOC(=O)c1[nH]c2c(c1C)C(=O)CC(c1ccco1)C2 (stereo not given)	9.3	-12.1
CC(C(=O)OCC(=O)Nc1ccc2c(c1)OCO2)N1C(=O)c2ccccc2C1=O (stereo not given)	-40.3	-11.7
CCN1CCN(C(=O)c2ccc3c(=O)n(Cc4ccccc4OC)c(=S)[nH]c3c2)CC1	-6.6	-4.8
CCC(CC)c1nnc(NC(=O)c2ccc(N3CCCC3=O)cc2)s1	.	-7.8
CCOC(=O)c1oc2ccccc2c1NC(=O)c1cccc(OC)c1	-17.0	-8.3
C=CCn1c(-c2cccs2)nc2ccccc21	-65.5	7.2
C[C@@]1([C@@H](NP(=O)(c2ccccc2)c2ccccc2)c2ccccc2)C[C@H]1CCO	.	-7.8
COc1ccc(-n2c(Cc3cccn3C)nnc2SCC(=O)Nc2cc(Cl)ccc2OC)cc1	-18.9	-10.1
O=C1NC[C@H](Cc2ccc(O)cc2)N(CC2CCCCC2)C1=O	.	-0.1
Cn1c(=O)c(C(=O)CN2CCOCC2)c(N)n(Cc2ccccc2)c1=O	-17.5	1.5
COc1ccccc1C(=O)NCCNC(=O)c1ccco1	1.9	2.5
COCCn1c(=S)[nH]c2cc(C(=O)NCCc3ccc(OC)c(OC)c3)ccc2c1=O	.	-5.1
CCn1c(SCC(=O)c2[nH]c(C)c(C(C)=O)c2C)nnc1-c1ccncc1	3.0	6.1
CC(O)C(O)C(O)C(O)C1NCCS1 (stereo not given)	-0.3	-7.7
Cc1cccn2cc(-c3ccc(F)cc3)nc12	-2.6	8.4
CCNC(=O)NC(=O)CSc1nc2ccccc2n1CC(C)C	.	-5.4
O=C(CSc1ncn(-c2ccccc2)n1)Nc1ccc(Br)cn1	55.1*	0.0
Cn1c(SCC(=O)n2c3c(c4ccccc42)CCCC3)nnc1-c1ccccc1	.	0.2
COc1ccc(C)c(S(=O)(=O)Nc2ccc(OCC(=O)O)cc2)c1	-10.6	6.0
CCOC(=O)N1CCN(CC(O)COC2CC(C)CC(C)(C)C2)CC1 (stereo not given)	-10.0	-11.5
CCOc1ccc(CCN2C(=O)CCC2(C)C(=O)NC(C)CC)cc1OCC (stereo not given)	6.8	-10.0
O=[N+]([O-])c1ccc(N2CCN(c3ccc(Cl)nn3)CC2)c(Cl)c1	.	11.1
O=C(CSc1nnc(Cn2c(=O)sc3ccccc32)n1-c1ccccc1)NCc1ccco1	0.4	-3.0
CCn1c(SCC(=O)Nc2nc(C)c(C(=O)OC)s2)nnc1C(C)C	2.6	-12.4

Compound profiles, from the list above:
`O=C(CSc1ncn(-c2ccccc2)n1)Nc1ccc(Br)cn1` is listed with HIV RNase H inh = 55.1*; RmlCD inh mix = 0.0
`Cc1cccn2cc(-c3ccc(F)cc3)nc12` is listed with HIV RNase H inh = -2.6; RmlCD inh mix = 8.4
`CC(O)C(O)C(O)C(O)C1NCCS1` (stereo not given) is listed with HIV RNase H inh = -0.3; RmlCD inh mix = -7.7

Other entries follow:
SMILES	HIV RNase H inh	RmlCD inh mix
CCCCN(C(=O)NC(=O)Nc1cc(C)ccc1C)S(C)(=O)=O	-10.5	-5.8
CC1OC(OCC2OC(Oc3c(-c4ccc(O)cc4)oc4cc(O)cc(O)c4c3=O)C(O)C(O)C2O)C(O)C(O)C1O (stereo not given)	.	-3.2
COc1ccc(-c2cc(CN3C(=O)c4ccccc4C3=O)on2)cc1	.	-5.3
O=c1cc(-c2ccco2)oc2c1ccc1ccccc12	.	19.6
CCOC(=O)c1ccc(N/C=C/C(=O)c2ccc(OC)c(OC)c2)cc1	.	-13.1
CCOC(=O)c1c(-c2ccc(C)o2)csc1NC(=O)CSc1nnnn1-c1ccccc1	35.4	-3.1
COc1ccc(-c2nc3cc(C)ccn3c2NCC2CCCO2)cc1OC (stereo not given)	.	14.3
CCc1cc2c(SCC(=O)c3ccc(C)cc3)ncnc2s1	.	-27.0
OCCCn1c(C2CCCN2c2nc(-c3ccc(Cl)cc3)cs2)nc2cc(C(F)(F)F)ccc21 (stereo not given)	.	14.0
COc1ccc(NC(=O)C(NC(=O)c2ccccc2)C(C)C)cc1 (stereo not given)	.	-26.1
CCOC(=O)Cc1csc(NC(=O)c2cccc(N3C(=O)CCC3=O)c2)n1	-16.8	7.3
C=CCSc1nc2ccccc2c2nc(-c3ccccc3)nn12	.	-9.2
CCOC(=O)N1CCN(C(=O)CN(c2cccc(C)c2)S(=O)(=O)c2ccc(C)cc2)CC1	0.3	0.9
O=C(O)Cc1ccc(NC(=O)c2cccs2)cc1	-8.3	-11.4
CCOCCCNC(=O)CCSc1ccc(C)cc1	.	40.4
CC(=O)c1cc(C(=O)Nc2ccc(C(=O)O)cc2)oc1C	.	-9.6
CC(=O)N(c1cccc(C)c1)C1SC(=O)N(c2ccccc2)C1=O (stereo not given)	20.8	-23.1
CN(Cc1nc(-c2ccccn2)no1)S(=O)(=O)c1ccc(Cl)cc1	-14.6	-7.8
CNc1nc(C)c(C#N)cc1C(C)=O	-10.0	-2.6
Nn1c(SCc2ccccc2)nnc1-c1ccco1	-5.1	8.0
NC(=O)CC(NC(=O)Cc1ccc(Br)cc1)c1ccc(NC2CCCC2)c([N+](=O)[O-])c1 (stereo not given)	.	-6.7
COc1ccc(NC(=O)Cn2nc(Cc3cccnc3)c3ccccc3c2=O)cc1OC	.	4.4
COc1cc(OC)cc(-n2nnnc2SCC(=O)Nc2ccc(C(C)=O)cc2)c1	.	-8.5
O=C(Nc1ccc(Cl)cc1)C1=Cc2cc(Cl)ccc2OC1	.	-14.9

4 of the compounds above, as a markdown table.
| compound | HIV RNase H inh | RmlCD inh mix |
| --- | --- | --- |
| CCOC(=O)N1CCN(CC(O)COC2CC(C)CC(C)(C)C2)CC1 (stereo not given) | -10.0 | -11.5 |
| CCOC(=O)c1oc2ccccc2c1NC(=O)c1cccc(OC)c1 | -17.0 | -8.3 |
| O=C(O)Cc1ccc(NC(=O)c2cccs2)cc1 | -8.3 | -11.4 |
| CCOC(=O)c1c(-c2ccc(C)o2)csc1NC(=O)CSc1nnnn1-c1ccccc1 | 35.4 | -3.1 |

(listing goes on)
SMILES	HIV RNase H inh	RmlCD inh mix
CCc1cccc(C)c1NC(=O)C(c1ccc(O)cc1)N1CCC1=O (stereo not given)	.	1.3
CCOC(CNC(=O)c1cccn2c(=O)c3cc(Cl)ccc3nc12)OCC	.	-25.6
CC(C)N(C(=O)Cn1c(SCC(=O)N2CCN(c3ccccc3)CC2)nc2ccccc21)C(C)C	4.0	0.7
COc1cc2c(cc1OC)-c1cc(NC3CC3)nc(=O)n1CC2	-26.2	-12.8
Cc1ccc(C(=O)Cn2ncsc2=N)cc1	.	11.4
CN(Cc1ccccc1)Cc1nc2c([nH]1)c(=O)[nH]c(=O)n2C	-4.2	-8.8
CNCC(O)Cn1c(C(F)(F)F)nc2ccccc21 (stereo not given)	.	3.4
CCc1nc(Nc2ccccc2)c2oc3ccccc3c2n1	.	-33.4
Cc1cccc(NC(=O)C2CC(=O)OC23CCCC3)c1 (stereo not given)	.	-12.2
N#C/C(=C(/O)COC(=O)CCc1ccc(S(=O)(=O)N2CCOCC2)cc1)c1nc2ccccc2[nH]1	43.7	19.2
CC(C)=CCC12CN3CCN(CC(C3)C1=O)C2	-3.8	3.0
O=C(NCCn1cc(SCc2ccccc2)c2ccccc21)c1c(F)cccc1F	.	-8.1
COc1ccc(CC(=O)n2nc(-c3cccnc3)nc2N)cc1	-1.8	-9.4
O=C(Nc1cccnc1)c1cnn2c(C(F)F)cc(C3CC3)nc12	-35.2	-14.0
Cc1ccccc1NC(=O)c1cc(=O)c2ccccc2o1	.	13.4
O=C(O)Cc1c[nH]c2ccccc12	.	6.7
COCCn1c(=O)c2cc3c(=O)n(CCOC)c(=O)c3cc2c1=O	.	-15.1
CCC1=CCN(CCc2c(C)[nH]c3ccccc23)CC1	.	-11.7
O=C(c1cccc(Cl)c1)N1CCN(C(=O)c2ccco2)CC1	-7.6	-23.2
Cc1ccccc1-c1nc(CN2CCCC(C(=O)NCCCN3CCOCC3)C2)c(C)o1 (stereo not given)	4.5	.
Cc1c(NC(=O)/C=C/c2cn(-c3ccccc3)nc2-c2ccccc2)c(=O)n(-c2ccccc2)n1C	.	6.5
Cc1nnc(SCC(=O)N2CCCCC2)n1CC1CCCO1 (stereo not given)	.	-11.7
CN(C)CC(C)(C)CNC(=O)C1CCN(Cc2ccccc2O)CC1	-13.6	8.2
CC1CCCC2(C1)NC(=S)c1c(sc3c1CCCC3)N2 (stereo not given)	.	-13.5
CCOc1ccc(C(=O)NCc2cccnc2)cc1	-6.5	8.8
CCOC(=O)C1CN(S(=O)(=O)c2ccc(C)cc2)C1	.	7.8
CCCn1c(N)c(C(=O)CN2CCN(S(=O)(=O)c3cccs3)CC2)c(=O)[nH]c1=O	-6.5	-8.9
Cc1ccc(Cn2c(C)nc3c(c2=O)c2nc4ccccc4nc2n3Cc2ccco2)cc1	41.8	.
O=C(CSc1nc(O)cc(=O)n1-c1ccccc1)NC1CCCCC1	.	34.6
C[C@H](NC(=O)OCc1ccccc1)C(=O)NNC(=O)[C@H](Cc1ccccc1)NC(=O)OC(C)(C)C	.	7.7
CCOc1cc(C)nc(NCCc2ccc(OC)c(OC)c2)n1	-5.1	-0.6
COc1ccc(/C(O)=C2/C(=O)C(=O)N(CCN3CCOCC3)C2c2ccc(C)cc2)cc1 (stereo not given)	0.0	24.2
Cc1ccc(C)c(S(=O)(=O)NCc2ccc(C(=O)N3CC(C)OC(C)C3)cc2)c1 (stereo not given)	.	-1.6
COCCN1C=C2C(=O)C(C)(OC(=O)CCc3ccccc3)C(=O)C=C2C=C1c1ccc(C#N)cc1 (stereo not given)	.	-1.2
CC(=O)Nc1ccc2c(c1)nc1n2CCSC1	.	13.5
O=C(CC(O)(c1ccccc1)C(F)(F)F)c1cccs1 (stereo not given)	.	4.9
COc1cccc(C(=O)Nc2ccc(F)c(F)c2F)c1	.	-8.3
COc1cc(OC)cc(C(=O)NC2CCN(C(=O)N3c4ccccc4Sc4ccccc43)CC2)c1	.	-6.5
CC(O)CNc1ncnc2nc[nH]c12 (stereo not given)	-7.4	7.3
CC1(C)Cc2c(ccc3ccccc23)C(NNC(=O)c2cccnc2)=N1	.	-6.0
CC(C)CC(C(=O)NC1CCCC1)N(Cc1cccs1)C(=O)c1snc(C(N)=O)c1N (stereo not given)	.	-13.8
CCCC(=Nc1ccc(N)cc1)C1=C(O)C(C(=O)OC)C(C)(C)CC1=O (stereo not given)	.	4.7
C=CC[N+](C)(C)CCCNC(=O)/C=N/O	-16.5	.
O=[N+]([O-])c1ccc(-c2cnc(SCc3ccccc3Cl)[nH]2)cc1	.	44.2
CCOC(=O)c1nnn(-c2nonc2N)c1CN(CC)CC	-11.0	-10.9
COC(=O)c1sc(N)nc1C(C)(C)C	.	-10.9
NCCN1CCN(CC(=O)N2c3ccccc3C(=O)Nc3cccnc32)CC1	.	6.3
CC(C)CN1C(=O)c2ccc(C(=O)Nc3ccccn3)cc2C1=O	-11.5	-3.3
O=C(/C=C/c1cccc([N+](=O)[O-])c1)NCCN1CCOCC1	.	2.8
CCC1=C(OC(=O)N(CC)CC)N2C(=O)OC(=NCC3CC3)[C@]2(C)[C@H]2C1=CC[C@H]1C(=O)N(CC)C(=O)[C@H]12	.	-8.6
Cn1c(NC(=O)c2ccco2)cc(=O)n(C)c1=O	-4.0	3.7
CCOc1cc(C(=O)O)cc(Cl)c1OCC#N	-1.6	-7.8
COc1nc(NC(C)(C)C)nc(Oc2ccc(=O)n(-c3ccccc3)n2)n1	-12.5	6.3
COc1ccc(-c2csc(/C(C#N)=C(\O)CSc3nccn3C)n2)cc1OC	16.2	7.9
C=CCNC(=O)COC(=O)c1cc(S(=O)(=O)N2CCOCC2)ccc1N1CCCCC1	.	9.5
COc1cc(C(C(=O)NC(C)(C)C)N(Cc2ccccc2)C(=O)c2cnccn2)cc(OC)c1OC (stereo not given)	9.1	-12.4
CN1C(=O)NC(c2ccccc2)C2=C1CN(Cc1ccccc1)C2=O (stereo not given)	-11.5	-12.4
CCC(=O)NCCC(c1ccco1)c1ccccc1OC (stereo not given)	.	-30.9
O=c1c(-c2nc3ccccc3s2)cccn1Cc1ccc(Cl)c(Cl)c1	.	-34.5
CCC(=NC1CC1)c1c(O)n(C2CCCCC2)c(=O)[nH]c1=O	-16.9	-4.2
Continuation:
SMILES	HIV RNase H inh	RmlCD inh mix
O=C1NCCCc2c1oc1ccc(O)cc21	1.5	-7.1
C=Cn1ccnc1P(=S)(c1ccc(N(C)C)cc1)c1nccn1C=C	-11.8	-6.2
O=S(=O)(c1ccc(Cl)cc1)n1nnc2ccccc21	.	-19.2
CC(=O)NNc1cc(N2CCOCC2)nc(N2CCOCC2)n1	.	9.9
CCOC(=O)c1cc(-c2ccc(C)o2)n[nH]1	.	10.6
Cc1ccc(-n2c(CCC(=O)O)ccc2-c2cccs2)cc1	.	-8.7
COCCn1nnnc1C(c1cc2cc(C)cc(C)c2[nH]c1=O)N1CCN(c2ccccc2F)CC1 (stereo not given)	6.2	-8.8
COc1cc(-c2nn3c(-c4ccco4)nnc3s2)cc(OC)c1OC	-12.1	.
Cc1cc(C=C(C#N)C#N)c(C)n1-c1ccccc1	.	0.6
c1ccc(C2N3CCCN23)cc1 (stereo not given)	.	-14.2
Cn1c(=O)c2c(nc(NCc3ccco3)n2CC(O)COc2ccccc2)n(C)c1=O (stereo not given)	-3.7	.
O=S(=O)(NCc1ccccc1)c1ccc2c(c1)OCCO2	-11.8	3.2
COc1ccc(OC)c(C(=O)c2coc3ccc(O)c(CN4CCOCC4)c23)c1	-36.9	2.0
CCc1c(C#N)c(SCCC(=O)Nc2ccc(C)cc2)nc2c1C(=O)CC(C)(C)C2	.	-8.3
COc1cccc(OC)c1OCCOc1ccccc1OC(C)C	.	27.8
OC(COc1cccc(OCC(O)CN2CCCC2)c1)CN1CCCC1 (stereo not given)	-6.0	-12.0

Only part of the results is shown (hit frequency here may not be typical).
